# tim10-1 inh = growth inhibitors of tim10-1 mutant yeast, primary screen, luminescence, uHTS; S. cerevisiae tim10-1 ts strain growth, BacTiter-Glo, 24 h; inhibition, % at 20 µM; actives 2.2% (n = 330,000); AID 463190, 2010;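 active = inhibition of at least 40%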;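 note: mutant grown at 25 °C; 0% = DMSO wells with yeast and 100% = wells holding no yeast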
# TIM10 inh = growth inhibitors of isogenic TIM10 control yeast, primary screen, counter-screen for tim10-1 yeast inhibitor project, luminescence, uHTS; AID 463195, 2010; actives 1.4% (n = 330,000); S. cerevisiae TIM10 strain growth, BacTiter-Glo luminescence, 24 h; inhibition, % at 10 µM;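 active = inhibition of 40% or more at the single tested concentration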;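 note: wild-type TIM10 isogenic control strain grown at permissive 25 °C; 0% = DMSO yeast wells and 100% = minimal medium wells without yeast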
# tim23-1 inh = growth inhibitors of tim23-1 mutant yeast, primary screen, luminescence, uHTS; S. cerevisiae tim23-1 growth, BacTiter-Glo luminescence, 24 h; inhibition, % at 20 µM; actives 1.3% (n = 330,000); AID 463212, 2010;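 active = growth inhibition of the mutant yeast at or above 50%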;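 note: temperature-sensitive mutant grown at 25 °C; plate controls were DMSO-treated mutant yeast for no effect and medium wells lacking yeast for full effect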
# APJ agonist = agonists of human apelin receptor APJ, primary screen, CHO-K1 cells, PathHunter beta-arrestin, luminescence; 0% DMSO wells, 100% apelin; actives 0.11% (n = 330,000); activation, % at 20 µM;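 active = activation more than six SD over the plate average, tested at 20 µM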;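 note: 0% = DMSO alone and 100% = apelin-13 at 10 nM; some results filed as inactive read as strong as hits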
# Target sequence (P35414 whole entry, looked up): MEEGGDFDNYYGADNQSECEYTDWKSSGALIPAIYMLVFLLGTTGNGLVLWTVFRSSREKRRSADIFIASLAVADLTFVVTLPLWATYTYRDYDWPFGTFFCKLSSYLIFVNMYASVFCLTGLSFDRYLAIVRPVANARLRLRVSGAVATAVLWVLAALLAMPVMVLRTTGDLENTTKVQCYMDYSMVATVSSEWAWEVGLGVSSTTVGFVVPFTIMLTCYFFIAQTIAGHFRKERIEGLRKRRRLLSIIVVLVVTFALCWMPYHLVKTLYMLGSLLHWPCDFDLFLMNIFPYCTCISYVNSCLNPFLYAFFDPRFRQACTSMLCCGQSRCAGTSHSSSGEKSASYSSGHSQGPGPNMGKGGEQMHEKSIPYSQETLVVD
#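 system = engineered CHO-K1 APJ arrestin reporter cells | input = 1000 cells per well | timing = overnight seeding, 90 min compound at 25 °C, 1 h detection | measured by = enzyme-fragment complementation luminescence | read-out = beta-arrestin recruitment to APJ as agonist activity, luminescent signal | control set = negative DMSO alone, positive Apelin-13 at 10 nM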
# Mdm2-MdmX inh = inhibitors of human Mdm2-MdmX association, primary screen, cell-based, luminescence, split luciferase, SaOS-2, uHTS. Protein Mdm4 (Homo sapiens) + E3 ubiquitin-protein ligase Mdm2 (Homo sapiens), …. SaOS-2 split-luciferase Mdm2/MdmX complementation. inhibition, % at 8 µM. actives 3% (n = 330,000). AID 485346, 2010;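 active = inhibition of at least 50% at 8 µM in the primary screen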
# UPR CHOP act = activators of apoptotic CHOP UPR arm, primary screen, cell-based, CHO-CHOP luciferase reporter, luminescence, uHTS | actives 0.34% (n = 330,000) | UPR activation; percent of tunicamycin response over DMSO baseline | activation, % at 10 µM;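 active = at 10 µM dose, activation of 40% or more, normalized to positive control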;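 note: 100% = tunicamycin at 10 µg/mL and 0% = DMSO alone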
#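 System: CHO CHOP reporter cells. Amount: 500 cells per well. Buffer or medium: F12 medium, 10% FBS. Compound dosing: one dose, 10 µM in 0.5% DMSO. Incubation: 6 h compound exposure at 37 °C after overnight seeding. Technique: Steady-Glo luciferase luminescence. Benchmarks: tunicamycin and DMSO controls.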
# CXCR6 block = CXCR6 receptor inhibitors, primary screen, cell-based, beta-arrestin, luminescence, CHO-K1 PathHunter, 1536-well; actives 0.36% (n = 360,000); inhibition, % at 20 µM; in the data active = inhibition above about 34%, passing the limit was not always enough;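 note: antagonist mode with CXCL16 agonist at 10 nM final; 0% = 10 nM CXCL16 with DMSO and 100% = unstimulated wells without agonist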
# Target sequence (O00574 whole entry, looked up): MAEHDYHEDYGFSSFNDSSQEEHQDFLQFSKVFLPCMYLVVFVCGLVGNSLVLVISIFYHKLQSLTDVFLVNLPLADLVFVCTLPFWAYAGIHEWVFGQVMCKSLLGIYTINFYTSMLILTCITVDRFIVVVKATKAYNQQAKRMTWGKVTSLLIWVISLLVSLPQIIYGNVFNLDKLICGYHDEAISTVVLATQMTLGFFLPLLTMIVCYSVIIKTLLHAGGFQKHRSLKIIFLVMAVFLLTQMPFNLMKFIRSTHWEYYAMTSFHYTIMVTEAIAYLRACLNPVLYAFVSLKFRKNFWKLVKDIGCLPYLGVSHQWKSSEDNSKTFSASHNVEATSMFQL
# UPR XBP1 act = activators of adaptive XBP1 UPR arm, primary screen, cell-based, CHO-XBP1 luciferase reporter, luminescence, uHTS; IRE1-XBP1 UPR activation; percent of tunicamycin response, DMSO as zero; activation, % at 20 µM; actives 0.33% (n = 330,000);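 active = versus positive control, 20 µM dose yields 30% or more activation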;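 note: 100% = tunicamycin at 10 µg/mL and 0% = DMSO only wells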
#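 incubation = overnight seeding at 37 °C, 6 h compound treatment at 37 °C | assay system = CHO-XBP1 cells stably carrying IRE1-XBP1-driven luciferase reporter | input = 1000 cells per well | detection = luciferase luminescence | dosing = single point, 20 µM final compound, 1% DMSO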
# APJ antag = antagonists of human apelin receptor APJ, primary screen, CHO-K1 cells, beta-arrestin complementation, luminescence | AID 2521, 2010 | actives 0.32% (n = 330,000) | inhibition, % at 20 µM;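 active = inhibition above about 40% at 20 µM, limit read from the data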;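 note: cells challenged with 10 nM apelin-13 agonist together with compound; plate controls were apelin-13 plus DMSO wells for no effect and DMSO wells lacking apelin-13 for full effect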
# The depositor's hits bear a star; · = no result given; & = joins results of further samples. Only part of the results is shown (hit frequency here may not be typical).
SMILES,tim10-1 inh,TIM10 inh,tim23-1 inh,APJ agonist,Mdm2-MdmX inh,UPR CHOP act,CXCR6 block,UPR XBP1 act,APJ antag
CCN(CC)C(=O)CC(c1ccc(F)cc1)c1ccco1 (stereo unspecified),18,13,17,-3,6,-0.1,-1,-5,-14
Cc1cccc(N2CCN(Cc3ccoc3)CC2)c1C,13,16,14,-1,20,1.6,4,-1,17
Cc1cccc(N2CCN(S(=O)(=O)c3ccc(Cl)nc3)CC2C)c1 (stereo unspecified),4,17,46,-1,31,-0.3,-1,-2,6
CCCn1c(=NC(=O)c2c(-c3c(F)cccc3Cl)noc2C)c(C(=O)OCC)cc2c(=O)n3ccccc3nc21,3,-7,17,3,27,10,·,1,-10
CNc1nc(CCN2C(=O)c3ccccc3C2=O)cs1,14,18,-15,-3,-17,-1.6,-2,4,20
COc1ccc(S(=O)(=O)NCCSCc2ccco2)cc1C,-22,0,10,-1,4,-0.2,12,-3,6
Cc1cccc(N2CCN(Cc3ccc([N+](=O)[O-])o3)CC2)c1C,24,21,20,1,17,0.1,10,-2,11
COc1ccc2nc(C)cc(Nc3ccc(C)cc3)c2c1,-6,2,1,-2,18,-0.2,58*,-3,4
O=C(c1ccccc1)N1CCn2c(nc3ccccc32)C1,13,-6,7,-3,13,-0.5,-3,1,-4
CCOP(=O)(OCC)C(NC(=O)c1cccs1)C(F)(F)F (stereo unspecified),-7,9,0,-2,21,-1.6,-5,0,13
N#Cc1nc(COc2ccccc2Cl)oc1NCc1ccc(F)cc1,28,8,26,3,-2,-1.1,5,-2,-21
COc1ccccc1NC(=O)c1sc2nc(N3CCOCC3)c3c(c2c1N)CCCC3,19,25,13,-4,24,4.4,-6,0,19
O=C(c1csc(Nc2ccccc2Cl)n1)N1CCCC1,26,6,17,-3,-22,3.9,4,4,7
Cc1ccc(S(=O)(=O)Nc2cccc(C(=O)N3CCC(C(N)=O)CC3)c2)cc1,-10,0,-7,-3,-13,-2.5,-3,0,-8
CCOc1ccc(S(=O)(=O)Nc2ccc(C(=O)NCC3CCCO3)cc2)cc1 (stereo unspecified),-20,-11,6,2,14,-1.4,3,0,-1
CCOc1ccccc1Nc1cc(C)nc2nc(C)nn12,-8,-8,-4,-4,28,-2.1,8,2,-33
COc1cccc(N2CCN(Cc3cccnc3)CC2)c1,-12,-1,16,3,46,1.3,-1,0,3
O=C(C[n+]1ccccc1)Nc1ccccc1C(F)(F)F,-9,2,-7,-4,12,0.4,-4,-5,1
Cc1nc(N2N=C3/C(=C/c4ccc(F)cc4)CCCC3C2c2ccc(F)cc2)sc1C(=O)N(C)C (stereo unspecified),21,11,14,-3,33,1.4,14,2,-1
Cn1c(=O)cc(OCCCC(=O)Nc2cccnc2)c2ccccc21,3,9,4,-5,25,-1.0,-9,0,14
CCc1nnc(NC(=O)c2cccnc2SC)s1,-8,-7,17,-1,2,-1.2,15,-3,6
CN(/C=C/C(=C/C=[N+](C)c1ccccc1)OCCCS(=O)(=O)[O-])c1ccccc1,15,-3,-2,-2,8,-1.2,4,0,-3
CCCCOC(=O)Nc1sc2nc(C)cc(C)c2c1-n1cccc1,8,2,1,2,8,-1.2,12,3,-19
CN1CCCC1CCNS(=O)(=O)c1ccc(Br)cc1 (stereo unspecified),-2,2,-1,1,-13,-0.4,-2,-3,-2
CCCCn1c(N)c(N(CC(C)C)C(=O)CN2C(=O)c3ccccc3C2=O)c(=O)[nH]c1=O,1,-7,3,3,10,0.5,0,0,14
COC(=O)c1ccc(Sc2ccccc2NS(=O)(=O)c2ccc(C)cc2)nc1,24,7,42,7,-11,0.6,4,-2,4
O=C(CC1C(=O)NCCN1C(=O)Nc1ccccc1)Nc1cc(Cl)ccc1Cl (stereo unspecified),10,0,-4,-2,-3,-0.2,-2,1,9
Cc1[nH]c(=O)[nH]c(=O)c1S(=O)(=O)N1CCN(c2ccccc2F)CC1,5,8,9,1,15,-0.5,-1,0,14
COCCNc1nc2ccccc2n2cnnc12,8,-7,5,-2,15,0.2,-4,1,-14
COc1ccc(/C=N/NC(=S)NCCc2ccccc2)cc1,16,30,9,-1,22,0.6,-1,1,-9
Cc1cccnc1NC(=S)Nc1ccc(Br)cc1Cl,-5,15,38,-2,-192,4.1,14,1,33
Cc1cc(C)cc(NC(=O)Nc2cccc(S(N)(=O)=O)c2)c1,15,13,20,6,4,-0.1,-6,-3,-21
C=CCn1c(SCC(=O)Nc2ccc(C(=O)O)cc2)nc2sc(C)c(C)c2c1=O,-5,0,4,-3,18,-1.3,-2,-1,6
C=CCN=C(NC#N)SCC(=O)NCc1ccccc1,0,13,7,0,0,-0.2,-5,-3,8
CCOC(=O)Oc1c(OC)cc(C(=O)O[C@@H]2C[C@@H]3CN4CCc5c([nH]c6cc(OC)ccc56)[C@H]4C[C@@H]3[C@H](C(=O)OC)[C@H]2OC)cc1OC,16,2,10,7,88*,7.3,6,-5,0
COc1cc(C(=O)NCCNC(=O)c2cc(OC)c(C)c(OC)c2)cc(OC)c1C,-11,-5,-8,2,46,1.0,-4,2,10
COC(=O)CSc1nc2c(cnn2-c2ccc(Cl)cc2)c(=O)[nH]1,-12,-5,-4,2,-13,-0.5,-2,-3,6
CS(=O)(=O)Nc1ccccc1Oc1ccccc1,8,4,-13,-4,11,-0.5,-3,-1,13
CCC(Sc1nc2ncccc2[nH]1)C(=O)NC1CCC(C)CC1 (stereo unspecified),-2,-7,-2,-7,19,1.1,5,-2,-3
CN(Cc1cccs1)C(=O)C1CCN(S(=O)(=O)c2ccccc2)CC1,12,15,19,-2,20,-1.2,-1,-2,-7

# Reprinted from the results shown for reference:
SMILES,tim10-1 inh,TIM10 inh,tim23-1 inh,APJ agonist,Mdm2-MdmX inh,UPR CHOP act,CXCR6 block,UPR XBP1 act,APJ antag
CCc1nnc(NC(=O)c2cccnc2SC)s1,-8,-7,17,-1,2,-1.2,15,-3,6
CN(/C=C/C(=C/C=[N+](C)c1ccccc1)OCCCS(=O)(=O)[O-])c1ccccc1,15,-3,-2,-2,8,-1.2,4,0,-3

# (list continues)
SMILES,tim10-1 inh,TIM10 inh,tim23-1 inh,APJ agonist,Mdm2-MdmX inh,UPR CHOP act,CXCR6 block,UPR XBP1 act,APJ antag
C=CCn1c(CNC(=O)c2ccco2)nnc1SCC(=O)c1ccc(F)cc1,-4,7,8,0,-19,-0.6,5,2,-25
CC(C)Cn1c(=O)c2ccccc2n2c(CCC(=O)NCc3ccccn3)nnc12,-7,-8,-4,-2,26,0.6,5,-9,25
Cc1cc(C)n(Cc2ccc(NC(=O)c3nn(C)cc3[N+](=O)[O-])cc2)n1,19,12,8,-4,71*,-1.1,3,-2,-14
Nc1ccc(Oc2ccc(Cl)cc2)cc1,24,5,22,-3,33,-0.3,-10,2,-5
CCOC(=O)CSc1nnc(NC(=O)C2CC(=O)N(c3ccc(F)cc3)C2)s1 (stereo unspecified),8,10,23,-5,-2,1.7,-5,-5,12
O=C(NCc1ccco1)c1cccc(S(=O)(=O)N2CCCC2)c1,-3,15,6,-1,-12,0.0,-5,0,12
COc1ccccc1NC(=O)Nc1ccc2c(c1)OCCO2,-4,20,14,1,-82,5.4,8,4,3
COc1ccc(C)cc1S(=O)(=O)N(CC(=O)NC1CCCC1)c1ccc(F)cc1,7,13,23,9,14,0.4,1,-4,9
CCCCOP(=O)(c1ccc(N(C)C)cc1)C(O)c1c(Cl)cccc1Cl (stereo unspecified),19,22,37,-4,9,0.6,5,-6,-10
COc1cccc(CNC2CCCC2)c1,11,2,11,-3,19,0.7,10,-3,5
C/C(=N\NC(=O)c1cccs1)c1cccnc1,2,0,5,-1,11,2.0,8,-2,7
O=S(=O)(Nc1ncccn1)c1ccc(NC(=S)N2CCN(c3cccc(C(F)(F)F)c3)CC2)cc1,10,0,16,-9,10,0.3,-5,-1,6
CC(C)C(=O)NCCc1nc2ccccc2n1C,7,12,13,0,-7,1.5,-4,-1,12
Cc1cc(C(=O)N[C@H](c2ccccc2)[C@@]2(C)C[C@@H]2[C@@H](C)C(=O)Nc2ccc3ccccc3c2)n(C)n1,24,12,21,14,25,17,-20,-1,-33
Cc1ccc(C)c(NC(=O)CCC(=O)OC(C(=O)c2ccccc2)c2ccccc2)c1 (stereo unspecified),14,11,2,1,-14,-0.1,-3,3,7
CCOC(=O)C1(CCCc2ccccc2)CCN(C(=O)CCc2cnccn2)CC1,0,18,5,-1,-29,0.0,0,-1,-7
Cc1sc(NC(=O)COc2ccccc2)c(C#N)c1C,16,3,22,1,-29,2.8,6,0,14
CCOc1ccc(S(=O)(=O)NCCC(=O)N(C)CC(=O)Nc2ccc(OC)cc2)cc1,-14,-20,-16,-4,21,1.7,2,-2,5
Cc1noc(C)c1S(=O)(=O)N1CCC(C(=O)N2CCN(C(=O)c3ccco3)CC2)CC1,8,0,7,0,-4,1.6,-7,-2,26
CCC1(c2ccccc2)NC(=O)N(CC(=O)c2ccc3c(c2)OCO3)C1=O (stereo unspecified),-1,20,34,3,6,0.3,-12,1,15

# Just APJ antag, CXCR6 block and tim23-1 inh (6 entries from above):
compound,APJ antag,CXCR6 block,tim23-1 inh
Nc1ccc(Oc2ccc(Cl)cc2)cc1,-5,-10,22
COc1ccccc1NC(=O)Nc1ccc2c(c1)OCCO2,3,8,14
C/C(=N\NC(=O)c1cccs1)c1cccnc1,7,8,5
CCOC(=O)CSc1nnc(NC(=O)C2CC(=O)N(c3ccc(F)cc3)C2)s1 (stereo unspecified),12,-5,23
CCOc1ccc(S(=O)(=O)NCCC(=O)N(C)CC(=O)Nc2ccc(OC)cc2)cc1,5,2,-16
CC(C)C(=O)NCCc1nc2ccccc2n1C,12,-4,13

# Further compounds follow.
SMILES,tim10-1 inh,TIM10 inh,tim23-1 inh,APJ agonist,Mdm2-MdmX inh,UPR CHOP act,CXCR6 block,UPR XBP1 act,APJ antag
O=S(=O)(c1ccccc1)n1nc(-c2ccccc2)nc1NCc1ccco1,25,17,29,-1,3,2.8,-8,1,5
O=C1NCC(O)=C1C=NC12CC3CC(CC(C3)C1)C2,6&14,5&13,16&12,-1&-6,-1&-7,-0.5&1.1,-5&-2,1&-1,4&-13
CCN(CC)CCCNC(=O)C1CCN(C(=O)c2cc3sccc3n2Cc2ccc(F)cc2)CC1,-7,0,-1,-6,20,1.6,1,3,-13
O=C(Nc1ccccc1)C1=C[C@@H](c2csc3ccccc23)C[C@@H](OCc2ccc(CO)cc2)O1,14,13,20,-5,32,4.3,7,-1,-11
S=c1sc2c(N3CCOCC3)ncnc2n1-c1ccccc1,5,-4,6,0,-9,3.2,-10,5,-21
Cc1ccc(S(=O)(=O)c2c(C)cc(C)nc2Oc2cccc(C(F)(F)F)c2)cc1,12,10,19,-4,13,1.5,-8,-1,8
COc1ccccc1NC(=O)C(Sc1ccccc1)c1ccccc1 (stereo unspecified),11,12,25,3,7,3.4,-4,-3,2
